# AID2073 = inhibitors of Mint1-CaV2.2 protein interaction, biochemical, HTRF (AID 2073); HTRF protein-protein interaction, Mint1-CaV2.2; higher % means a stronger effect; inhibition, % at 20 µM, or IC50 in µM where a hit was titrated; actives 0.19% (n = 290,000); in the data active means inhibition mostly above about 51%, no sharp cut-off; inconclusive means no clear call, values can overlap the other calls; inactive means mostly below about 53%; further: some results filed as inactive read as strong as hits
# Rac1 GTP hydrolysis = MgcRacGAP GTPase-activating activity inhibitors, confirmation, biochemical, ADP Hunter fluorescence. Rac GTPase-activating protein 1 (Homo sapiens). MgcRacGAP-stimulated Rac1 GTP hydrolysis, ADP Hunter fluorescence; higher % means a stronger effect; GST-tagged Rac1 F28L mutant substrate. inhibition, % at 30 µM, or IC50 in µM where a hit was titrated. actives 0.6% (n = 340,000). AID 624330, 2012;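 active means first-screen hits whose inhibition reached a set limit at any dose in the follow-up dose series; inconclusive means inhibition above the set first-screen limit but never retested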;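 further: fluorescence reports GDP produced by GAP-driven GTP hydrolysis; strong numbers were not always called active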
# NS5 inhibitors = Dengue-2 NS5 methyltransferase inhibitors, primary screen, biochemical, confirmation dose response (AID 588689) | Genome polyprotein (Dengue virus type 2 (strain 16681-PDK53)) | inhibition, % at 25 µM, or IC50 in µM where a hit was titrated | actives 0.3% (n = 340,000) | Dengue-2 NS5 methyltransferase capping enzyme assay, biochemical; higher % means a stronger effect; in the data active means a potency from the dose series; inconclusive means inhibition above about 29% without an active follow-up result
# LYP inhibition = inhibitors of LYP phosphatase, biochemical, fluorescence intensity, uHTS (AID 1779); Tyrosine-protein phosphatase non-receptor type 22 (Homo sapiens); recombinant LYP phosphatase, fluorescence intensity; higher % means a stronger effect; inhibition, % at 11.5 µM, or IC50 in µM where a hit was titrated; actives 0.054% (n = 290,000); in the data active means inhibition above about 50%;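 further: plate controls were vehicle with enzyme for no effect and no enzyme for full effect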
# RSV antiviral HEp-2 = RSV antiviral activity via CPE protection, HEp-2 cells, primary 10 µM value included (AID 2391). HEp-2 cells, RSV-induced CPE inhibition; higher % means a stronger effect. CPE inhibition, % at 10 µM, or IC50 in µM where a hit was titrated. actives 0.13% (n = 310,000); in the data active means a potency from the dose series; inconclusive means CPE inhibition mostly from about 23% at the one dose, without a potency; inactive means the rest, 99 in 100 with CPE inhibition below about 21%; further: strong numbers were not always called active
# XIAP displacement = XIAP antagonists, biochemical, IAP family, fluorescence polarization (AID 1018); displacement, % at 20 µM; hits with a dose series show IC50 in µM; E3 ubiquitin-protein ligase XIAP (Homo sapiens); XIAP BIR domain, fluorescence polarization peptide displacement; higher % means a stronger effect; actives 0.007% (n = 200,000); in the data active means displacement above about 50%; further: a part of the inactive calls stands beside numbers as strong as those of hits
# SV40 large T antigen = SV40 large T antigen inhibitors, biochemical (AID 1903) | SV40 large T antigen ATPase/helicase inhibition assay; higher % means a stronger effect | inhibition, % at 20 µM; hits with a dose series show IC50 in µM | actives 0.39% (n = 310,000); in the data active means a potency from the dose series; inconclusive means inhibition mostly from about 32% at the one dose, without a potency; inactive means the rest, 99 in 100 with inhibition below about 32%; further: strong numbers were not always called active
# HIV fusion peptide = inhibitors of HIV fusion peptide binding, primary screen, biochemical, uHTS, fluorescence dequenching (AID 1986) | actives 0.3% (n = 290,000) | one-dose inhibition, % at 20 µM; IC50 in µM for titrated hits | cell-free peptide binding, fluorescence dequenching, 30 min; higher % means a stronger effect; in the data active means inhibition mostly above about 52%, no sharp cut-off; inactive means mostly below about 76%; further: some results filed as inactive read as strong as hits
# Siah-1 displacement = Siah-1 peptide-binding antagonists, primary screen, biochemical, fluorescence polarization, rhodamine-plectin, uHTS (AID 1817) | E3 ubiquitin-protein ligase SIAH1 (Homo sapiens) | Siah-1 / rhodamine-plectin peptide fluorescence polarization; higher % means a stronger effect | displacement, % at 20 µM; hits with a dose series show IC50 in µM | actives 0.02% (n = 290,000);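 active means displacement of at least 50% at 20 µM, with a fluorescence ratio check between 0.3 and a set limit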;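 further: plate controls were Siah plus tracer with DMSO for no effect and tracer alone without Siah for full effect; strong numbers were not always called active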
# NS5 inhibitors pilot replicate = also measured in NS5 inhibitors; calls as there; inhibition, %; measured here: pilot screen replicate inhibition
# Numbers without * were called inactive; ? = inconclusive; · = not tested or not shown.
SMILES,AID2073,Rac1 GTP hydrolysis,NS5 inhibitors,LYP inhibition,RSV antiviral HEp-2,XIAP displacement,SV40 large T antigen,HIV fusion peptide,Siah-1 displacement,others
COc1cc(OC)c(C2C(C#N)=C(N)OC3=C2C(=O)CC(C)(C)C3)cc1OC (configuration not stated),-7%,11%,-4%,-1%,1.6%,-7.7%,17%,-1.1%,-1%,
Cc1sc2cc3c(c(C(=O)c4ccccc4)[n+]2c1C)-c1cccc2cccc-3c12,-2%,·,·,-4%,10%,-6.4%,17%,0.4%,-6%,
Cc1ccc(S(=O)(=O)N2CCN(S(=O)(=O)N3CCOCC3)CC2)cc1C,2%,12%,2%,-8%,0.2%,-3.9%,-4%,-1.9%,0%,
COC(=O)[C@@H](Cc1ccccc1)NC(=O)[C@H]1CCC(=O)N1C(=O)OCc1ccccc1,4%,2%,-2%,-7%,0.8%,·,·,0.2%,0%,
COc1ccc(CCN2CC(C(=O)NCCc3cccnc3)CCC2=O)cc1 (configuration not stated),1%,-3%,3%,-5%,0.1%,·,13%,0.8%,-1%,
O=C(CSc1nc2[nH]ncc2c(=O)[nH]1)Nc1ccccc1C(F)(F)F,·,3%,0%,·,-1.1%,·,9%,·,·,
CCn1c(COc2ccccc2)nnc1SCC(=O)CC(=O)Nc1ccccc1OC,6%,9%,-12%,6%,2.3%,-5.5%,3%,-0.6%,-2%,
CC1(C)OC(=O)C(=NNc2ccc(Br)cc2)C(=O)O1,-10%,7%,-7%,1%,-0.9%,-2.5%,6%,1.4%,1%,
CCC(C)NC(=O)/C=C1\Sc2ccccc2NC1=O (configuration not stated),7%,7%,1%,-7%,0.4%,1.2%,-1%,-1.1%,8%,
CCc1c(C)nc(SCC(=O)Nc2cccc(Br)c2)[nH]c1=O,6%,20%,-3%,-7%,14%,-3.2%,5%,1.5%,-5%,
CC(=O)n1nc(-c2ccccc2)cc1-c1ccccc1,·,-1%,-9%,·,8.9%,·,6%,·,·,
CCOC(=O)c1c(NC(=O)OC)sc2c1CCC2,25%,6%,6%,3%,0.5%,-6.3%,-3%,1.0%,-1%,
CCC(NC(=O)Nc1nnc(C(F)(F)F)s1)(C(F)(F)F)C(F)(F)F,25%,10%,-8%,7%,-3.8%,-3.9%,4%,26%,-3%,
COc1ccc(C(=O)c2ccc(Cl)cc2Cl)cc1,2%,7%,-1%,-3%,0.8%,-2.1%,22%,0.3%,1%,
O=C(NCCN1CCOCC1)c1cc(-c2ccc(Cl)cc2)on1,6%,-1%,-3%,-8%,-0.4%,-4.1%,2%,3.1%,4%,
CCC1=NC(c2ccccc2)N(O)C1(C)C (configuration not stated),9%,11%,-1%,-2%,0.0%,-12%,1%,-1.2%,-1%,
C=CCNc1nc(Nc2ccc(OC)cc2)nc(OCC)n1,-2%,0%,-1%,1%,0.5%,-4.7%,-6%,0.1%,-5%,
CCOc1ccc(S(=O)(=O)NCCC(=O)N2CCCCCCC2)cc1,·,10%,-7%,·,3.1%,·,11%,·,·,
Cc1cc(C)c(S(C)(=O)=O)c(Oc2ccccc2C)n1,-6%,5%,·,-4%,1.9%,-3.3%,-8%,-0.8%,3%,
CCCn1c(Sc2nnnn2-c2ccccc2)n[nH]c1=O,3%,1%,-5%,-7%,1.5%,-4.7%,-1%,3.1%,4%,

# Pulled by structure from above:
SMILES,AID2073,Rac1 GTP hydrolysis,NS5 inhibitors,LYP inhibition,RSV antiviral HEp-2,XIAP displacement,SV40 large T antigen,HIV fusion peptide,Siah-1 displacement,others
Cc1cc(C)c(S(C)(=O)=O)c(Oc2ccccc2C)n1,-6%,5%,·,-4%,1.9%,-3.3%,-8%,-0.8%,3%,
O=C(NCCN1CCOCC1)c1cc(-c2ccc(Cl)cc2)on1,6%,-1%,-3%,-8%,-0.4%,-4.1%,2%,3.1%,4%,
CCOC(=O)c1c(NC(=O)OC)sc2c1CCC2,25%,6%,6%,3%,0.5%,-6.3%,-3%,1.0%,-1%,
CC(=O)n1nc(-c2ccccc2)cc1-c1ccccc1,·,-1%,-9%,·,8.9%,·,6%,·,·,

# Following part.
SMILES,AID2073,Rac1 GTP hydrolysis,NS5 inhibitors,LYP inhibition,RSV antiviral HEp-2,XIAP displacement,SV40 large T antigen,HIV fusion peptide,Siah-1 displacement,others
COc1cccc(N2CCN(C(=O)CCc3nnc4ccc(N5CCOCC5)nn34)CC2)c1,13%,-9%,-4%,-11%,1.3%,·,15%,-2.3%,-6%,
O=C(NCCCN1CCOCC1)c1ccccc1NS(=O)(=O)c1ccc(F)cc1,-4%,-2%,2%,-3%,2.1%,-7.9%,4%,0.1%,-4%,
C=C(C)Cn1c(CCNC(=O)C(C)C)nc2ccccc21,-7%,1%,0%,-4%,0.2%,-7.2%,1%,0.2%,15%,
CCOc1ccccc1C(=O)N1CCC(C(=O)c2ccc(F)cc2)CC1,-1%,4%,3%,1%,2.1%,-3.3%,10%,1.7%,0%,
CS(=O)(=O)Nc1ccc(C(=O)N2CCN(c3ccccc3F)CC2)cc1,7%,-1%,-5%,-4%,1.0%,-4.0%,-4%,3.1%,-2%,
O=C(NCc1nc2ccccc2[nH]1)C1=C[C@H](c2ccc3c(c2)OCO3)C[C@H](OCc2ccc(CO)cc2)O1,8%,6%,-5%,-7%,23%,-9.9%,9%,-0.3%,0%,
COc1ccc(C2NC(=O)NC(C)=C2C(C)=O)cc1 (configuration not stated),37%,9%,-13%,4%,2.6%,-8.2%,18%,4.6%,0%,
CCCCC1=CC2=C(c3ccco3)C(=O)C(C)(OC(=O)c3ccc(OC)cc3)C(=O)C2=CN1CCOC (configuration not stated),-2%,13%,14%,-2%,-2.2%,·,18%,26%,1%,
O=C(CCc1ccccc1)Nc1ccccc1F,0%,6%,-1%,-4%,1.8%,-1.2%,7%,3.4%,-1%,
COc1ccc(-c2cnc(N)nc2-c2ccc(OC)cc2)cc1,2%,8%,-3%,-6%,0.1%,·,-2%,-0.3%,0%,
COc1cccc(NC(=O)Cn2c3ccccc3c3nc4n(c(=O)c32)CCS4)c1,18%,4%,-9%,0%,1.9%,-7.9%,12%,-0.3%,-2%,
O=C(CC1C(=O)NCCN1C1CCCC1)NCc1cccc(OC(F)(F)F)c1 (configuration not stated),-1%,6%,-2%,-8%,0.7%,·,-1%,1.7%,13%,
CC(=O)c1cccc(Nc2nc3ccccc3n3cnnc23)c1,?,9%,4%,-4%,53%,·,5%,-3.5%,-7%,
CCN1C(=O)N(CC)c2cccc3cccc1c23,-25%,7%,0%,-8%,5.0%,·,7%,2.1%,2%,NS5 inhibitors pilot replicate=-0.3
CCOC(CNC(=O)c1nnc(Cc2cc(OC)c(OC)c(OC)c2)o1)OCC,2%,14%,-2%,-7%,0.1%,-4.9%,6%,1.5%,0%,
Clc1ccc(-c2csc3ncnc(N4CCc5ccccc5C4)c23)cc1,-1%,6%,-4%,-4%,19%,-2.1%,16%,1.5%,4%,
O=C(Nc1ccccc1N1CCCCC1)c1cnccn1,0%,7%,-1%,-6%,-0.3%,-6.1%,4%,-1.2%,1%,
O=C(CSc1n[nH]c(=O)n1C1CC1)NCc1ccccc1Cl,0%,0%,-16%,-6%,-0.4%,-9.2%,4%,0.1%,-2%,
Cc1ccc(C(=O)N/N=C/c2cc(Br)ccc2O)cn1,22%,6%,-4%,-3%,3.6%,·,2%,0.2%,-6%,
COc1ccc2cc(C(=O)Nc3ccc(O)cc3)sc(=O)c2c1OC,3%,25µM*,3%,3%,6.8%,-5.1%,21%,-1.5%,1%,
Cc1ccc2c(c1)sc1nc(=O)n(-c3ccc(Cl)c(Cl)c3)c(=O)n12,-5%,-3%,6%,-2%,0.5%,-3.6%,3%,-1.8%,-1%,
Cc1cc(C)nc(NC(=O)c2cccc([N+](=O)[O-])c2)c1,7%,-5%,4%,-4%,0.0%,-6.0%,8%,1.8%,7%,
O=C(CCCN1C(=O)c2ccccc2C1=O)NCc1cccnc1,-3%,3%,-5%,-2%,-0.3%,-4.9%,6%,2.9%,2%,
O=S(=O)(c1ccc(S(=O)(=O)N(Cc2ccc(F)cc2)C2CCCC2)cc1)N1CCCC1,0%,12%,3%,11%,·,-6.2%,19%,2.7%,3%,
COC(=O)c1ccc2c(=O)[nH]c(COC(=O)c3c(-c4ccccc4)noc3C)nc2c1,·,7%,2%,·,1.8%,·,16%,·,·,
CCN1CCN(Cc2nc3c(c(=O)n(C)c(=O)n3C)n2Cc2cccc3ccccc23)CC1,2%,12%,-1%,-10%,-2.1%,-4.5%,11%,1.9%,1%,
O=C(CSc1ccccn1)Nc1ccccc1F,-6%,10%,-5%,-5%,-0.1%,-3.7%,0%,4.3%,9%,
COc1ccc(/C=N\NS(=O)(=O)c2ccc(C)cc2)cc1COc1ccccc1[N+](=O)[O-],7%,1%,-7%,2%,0.2%,-11%,27%,0.4%,5%,
COc1cccc(C(=O)NNC(=O)C(=O)Nc2ccc(C)c(Cl)c2)c1,13%,6%,-4%,-2%,4.1%,·,5%,7.0%,7%,
CCOc1ccc(C(=O)c2cnc3ccccc3c2N2CCN(CC)CC2)cc1,0%,-3%,-7%,-7%,0.4%,-0.7%,10%,-1.3%,-8%,
CSc1ccc(Cl)c(C(=O)NCCOc2cc(C(C)C)ccc2C)c1,-7%,10%,2%,-3%,5.4%,-3.7%,3%,-2.6%,-1%,
CCCS(=O)(=O)c1nc(S(=O)(=O)c2ccc(Cl)cc2)c(N2CCC(O)CC2)s1,26%,-8%,-3%,-8%,3.6%,·,8%,0.1%,-5%,
Cc1cccc(C(=O)Nc2ccc(C)c(OC(=O)c3cccc(C)c3)c2)c1,5%,·,·,-3%,·,-3.8%,22%,10%,0%,
CCCc1nnc(NC(=O)C(CC)OC(=O)c2cc(C)nc3ccccc23)s1 (configuration not stated),2%,0%,3%,11%,2.8%,-1.5%,14%,1.5%,4%,
CC(C)(C)NC(=O)c1nn(Cc2ccccc2)c(=O)c2ccccc12,-10%,-6%,-5%,-7%,0.9%,-20%,6%,-0.5%,2%,
COc1cccc(C(=O)Nc2cccc(-c3ccc(N4CCOCC4)nn3)c2)c1OC,·,5%,-9%,·,1.1%,·,8%,·,·,
COc1ccc(/C(N)=N/OC(=O)Cc2ccc(C)cc2)cc1OC,1%,6%,-4%,-4%,2.4%,-4.9%,7%,-1.6%,0%,
O=C(COC(=O)CSc1ccccc1)NNC(=O)c1ccc([N+](=O)[O-])cc1,4%,1%,-8%,-8%,1.6%,·,6%,-1.5%,5%,
COc1ccccc1C(=O)Nc1nc2nc(-c3ccccc3)cc(=O)n2[nH]1,20%,18%,27%,4%,0.0%,-8.2%,10%,38%,4%,

# Compound activity as filed in PubChem BioAssay.
